From PubChem
RORgamma inh = qHTS for inhibitors of ROR gamma transcriptional activity | Nuclear receptor ROR-gamma (Mus musculus), P51450 | Drosophila S2 Gal4-RORgamma UAS-luciferase reporter, 20 h | Potency, µM (highest dose often 53.6 µM), for inactives: at the highest dose activity change, negative = inhibition, hits mostly inhibitors | 310,000 tested, 5.4% active | AID 2551, 2010; also: % is scaled to controls: 0 for no effect and ±100 for the full control effect; nearly all actives have a fitted effect of over 60% in size
Target sequence (P51450 whole entry, looked up, the tested form may be a part): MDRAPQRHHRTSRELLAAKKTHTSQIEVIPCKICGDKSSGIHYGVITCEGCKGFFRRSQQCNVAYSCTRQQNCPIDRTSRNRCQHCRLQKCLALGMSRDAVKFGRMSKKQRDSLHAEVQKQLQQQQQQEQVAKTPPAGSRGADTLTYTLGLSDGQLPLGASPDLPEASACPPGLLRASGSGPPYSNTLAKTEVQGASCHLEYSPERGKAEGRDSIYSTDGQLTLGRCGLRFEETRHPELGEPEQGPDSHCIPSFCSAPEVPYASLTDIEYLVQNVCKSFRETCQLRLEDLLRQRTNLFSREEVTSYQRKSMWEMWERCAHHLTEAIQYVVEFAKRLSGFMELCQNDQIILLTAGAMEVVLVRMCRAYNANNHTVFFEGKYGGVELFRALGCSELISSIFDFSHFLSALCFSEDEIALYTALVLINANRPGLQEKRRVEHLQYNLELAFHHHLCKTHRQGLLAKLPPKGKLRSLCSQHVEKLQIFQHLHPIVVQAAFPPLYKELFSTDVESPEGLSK
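Compounds are pin-transferred onto Drosophila Schneider cells expressing a copper-inducible Gal4–ROR gamma transactivation domain fusion. After 1 hr, copper sulfate is added to 700 uM final; luciferase is read 20 hr later.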
Rab9 promoter act = qHTS Assay for Rab9 Promoter Activators; Huh7 Rab9 promoter-luciferase reporter, luminescence, 24 h; 320,000 tested, 2.8% active; Potency, µM (doses to about 9.22 µM), for the others: at the highest dose activation, negative = inhibition, hits mostly activators; AID 485297, 2010; also: % of control where 0% means no effect; nearly all actives have a fitted effect of over 60% in size
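Luciferase signal after 10 min detection reagent at ambient indicates Rab9 promoter upregulation; stably transfected Huh7 cells were treated 24 h with compound in DMSO at 37 °C, 5% CO2.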
BRCA1 expr act = qHTS Assay to Identify Small Molecule Activators of BRCA1 Expression | Potency, µM (series often up to 46.1 µM), without a hit: at the highest dose activation, usual class: activators | MCF7-BRCA1-FFLuc reporter, luminescence, 48 h; response scale: scaled: vehicle 0%, 10 µM genistein 100% | 380,000 tested, 1.1% active; also: nearly all actives have a fitted effect of over 80% in size; some results filed as inactive show a strong effect at the top dose
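MCF7-BRCA1-FFLuc, 2000 cells/well; 2 h attach, 37 °C/5% CO2; compound 48 h; luciferase substrate 15 min; luminescence end-point. Norm. to genistein 10 microM max activation and DMSO; concentration-response curves fitted.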
Gal4-VP16 FLuc = VP16 counterscreen qHTS for inhibitors of ROR gamma transcriptional activity | Drosophila S2 Gal4-VP16 UAS-luciferase, luminescence, 20 h | AID 2546, 2010 | 310,000 tested, 3.5% active | Potency, µM (top dose mostly 53.6 µM), without a hit: at the highest dose activity, negative = inhibition, most hits filed as inhibitors;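 also: Gal4-VP16 expression switched on by copper sulfate through the metallothionein promoter; % is scaled to controls: 0 for no effect and ±100 for the full control effect; nearly all actives have a fitted effect of over 50% in size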
FLuc counter = qHTS profiling assay for firefly luciferase inhibitor/activator using purifed enzyme and Km concentrations of substrates (counterscreen for miR-21 project); Potency, µM (top dose mostly 57.5 µM), for the others: at the highest dose activity change, negative = inhibition, usual class: inhibitors; AID 588342, 2011; 360,000 tested, 6.9% active; Luciferin 4-monooxygenase (Photinus pyralis), P08659; purified FLuc, Km substrates, luminescence inhibition;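 also: plate controls were vehicle for no effect and reference inhibitor for full effect; nearly all actives have a fitted effect of over 55% in size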
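Biochemical qHTS of compounds, final roughly 60 µM downward over six points, against 10 nM purified firefly luciferase using Km concentrations of substrates (10 uM D-luciferin, 10 uM ATP) in Tris acetate pH 7.5 buffer; luminescence output.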
NPC1 prom act = qHTS Assay for NPC1 Promoter Activators | Huh7 NPC1 promoter luciferase reporter, 24 h | Potency, µM (titrated, usually from 9.22 µM), for inactives: top-dose activation, usual class: activators | 320,000 tested, 2.4% active | AID 485313, 2010;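 also: % of control where 0% means no effect; nearly all actives have a fitted effect of over 60% in size; reporter is driven by a mutant NPC1 promoter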
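Compounds in DMSO were transferred onto Huh7 NPC1-luciferase reporter cells pre-incubated 2 h; after 24 h at 37 °C, Amplite reagent was dispensed and luminescence recorded 10 min later.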
MBNL1 CUG block = qHTS Assay for Inhibitors of MBNL1-poly(CUG) RNA binding; 280,000 tested, 0.036% active; TR-FRET MBNL1-His/biotin-(CUG)12 binding, 665/545 ratio; Potency, µM (titrated, usually from 57.5 µM), inactives show at the top dose activity change, negative = inhibition, hits mostly inhibitors; active = well fitted inhibition curve with a large enough effect in the signal ratio, with a control signal flat, not every such curve was filed as active; inconclusive = small, poorly fitted or top-dose-only effect, or effect the other way, or a change in a side signal; inactive = no such curve, though single readings can be large or run the other way; the % refers to the signal ratio; also: % is scaled to controls: 0 for no effect and ±100 for the full control effect
Target sequence (Q9NR56 whole entry, looked up): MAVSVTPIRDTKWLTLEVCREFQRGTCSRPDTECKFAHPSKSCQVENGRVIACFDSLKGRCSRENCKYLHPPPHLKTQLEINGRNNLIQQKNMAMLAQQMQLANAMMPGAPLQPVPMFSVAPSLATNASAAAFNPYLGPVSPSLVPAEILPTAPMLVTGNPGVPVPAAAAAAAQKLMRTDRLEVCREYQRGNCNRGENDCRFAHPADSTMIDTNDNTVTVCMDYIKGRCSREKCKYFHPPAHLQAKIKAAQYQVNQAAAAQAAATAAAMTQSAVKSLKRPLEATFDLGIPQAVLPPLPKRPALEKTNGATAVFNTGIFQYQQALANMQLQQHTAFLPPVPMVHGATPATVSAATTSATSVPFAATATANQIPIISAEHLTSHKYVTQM
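MBNL1-His + Biotin-(CUG)12, cpd titration 92 nM–58 uM; Tb anti-His Ab 0.055 ng/ul, SA-XL665 5 nM (final); 60 min RT; ratiometric 665/545 nm, Ex 340 nm; normalized to buffer and full-complex controls.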
ELG1 genotox = qHTS screen for small molecules that induce genotoxicity in human embryonic kidney (HEK293T) cells expressing luciferase-tagged ELG1. HEK293T ELG1-luciferase reporter, luminescence, 16 h. Potency, µM (doses to about 46 µM), for the others: at the highest dose activity change, positive = activation, actives largely listed as activators. 330,000 tested, 1.3% active. AID 504466, 2011; also: % of control where 0% means no effect; nearly all actives have a fitted effect of over 60% in size
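16 hr compound incubation (37 °C, 5% CO2) of HEK293T cells carrying luciferase-tagged ELG1; luciferase then measured by ONE-Glo luminescence after 30 min at RT.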
p53 reactivator = qHTS assay for re-activators of p53 using a Luc reporter; H1299 p53-A138V BP100-luciferase reporter, luminescence, 24 h; Potency, µM (titrated, usually from 92.2 µM), without a hit: top-dose activity change, positive = activation, most hits filed as activators; 320,000 tested, 0.063% active; also: % of control where 0% means no effect; nearly all actives have a fitted effect of over 45% in size
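p53-null H1299 cells stably carrying temperature-sensitive p53-A138V and a BP100-luciferase reporter were pinned with compounds (4-point, 1:5 series) and held 24 hrs at 37 deg C. Luminescence was read 10 min after detection reagent.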
uPA surface inh = qHTS for Inhibitors of Cell Surface uPA Generation; Potency, µM (top dose mostly 38.3 µM), without a hit: top-dose activity change, negative = inhibition, most hits filed as inhibitors; AID 540303, 2011; 330,000 tested, 0.31% active; cell surface uPA generation assay, qHTS; active = well fitted inhibition curve with a large enough effect; inconclusive = small, poorly fitted or top-dose-only effect; inactive = no such curve, though single readings can be large or run the other way; tested in mouse RAW 264.7 cells; also: % is scaled to controls: 0 for no effect and ±100 for the full control effect; nearly all actives have a fitted effect of over 55% in size
* marks the source's active call; other numbers are inactive results; ? = inconclusive; . = not tested or not shown; & = joins results of further samples; [ ] = another dose, or the depositor's remark. Unless noted, calls follow the shape of the dose curve; as a rule, active = well fitted curve in the direction sought with a large enough effect; inconclusive = small, poorly fitted or top-dose-only effect, or another doubt; inactive = no such curve, though single readings can be large; an effect the other way counts as inactive or inconclusive. Potency is read from the fitted curve at half-maximal effect.

molecule	MBNL1 CUG block	Rab9 promoter act	p53 reactivator	BRCA1 expr act	ELG1 genotox	Gal4-VP16 FLuc	RORgamma inh	uPA surface inh	FLuc counter	NPC1 prom act
O=C(c1ccccc1CCc1ccccc1)N1CCCC1	-0.4%	2.9%	1.6%	-2.4%	-3.9%	-18.1%	27.2%	?	0.5%	-4.1%
Cc1ccc(NC(=O)CN(C)C(=O)c2ccc(Cl)nc2)cc1	9.4%	1.1%	0.0%	22.5%	0.2%	-3.1%	-16.4%	-1.0%	1.9%	0.0%
CC(C)c1ccc(CNc2nnnn2C)cc1	-5.7%	6.2%	.	13.9%	6.0%	0.0%	-39.8%	-28.3%	-0.5%	0.0%
COc1ccccc1-c1sc2ccccc2c1-c1ccccc1OC	.	1.3%	-3.5%	-27.9%	-0.7%	.	.	-6.0%	-0.6%	-3.9%
CC1Cc2cc(S(=O)(=O)N3CCN(c4ccccc4F)CC3)ccc2N1C(=O)C1CC1 (stereo not drawn)	4.2%	-4.0%	-2.7%	-32.7%	-5.5%	6.5%	26.8%	-5.7%	2.0%	-9.5%
COc1ccc(NC(=O)C2CCN(S(=O)(=O)c3ccc(N4CCCC4=O)cc3)CC2)cc1OC	3.8%	1.4%	-1.4%	-1.0%	-1.1%	-11.7%	-21.5%	5.1%	0.8%	-16.6%
CC1Cc2ccccc2N1C(=O)CSc1nnc(CSc2ncccn2)n1C (stereo not drawn)	5.2%	-0.2%	-0.3%	6.3%	-0.8%	-10.4%	4.8%	.	1.3%	-0.5%
Cc1ccccc1NC(=O)CSc1nnc2ccc(-c3ccccn3)nn12	.	1.3%	-1.2%	1.8%	6.5%	.	.	-4.9%	-0.7%	-12.5%
O=c1cc(N2CCN(c3ccccc3)CC2)[nH]c(=O)n1Cc1ccc(F)cc1	7.0%	4.1%	1.2%	20.7%	-1.9%	-7.4%	2.4%	-6.0%	1.4%	1.7%
Cc1ccc2c(CC(=O)Nc3ccc(N4CCN(C)CC4)cc3C)coc2c1	-0.4%	4.5%	13.3%	33.0%	-0.8%	1.1%	-5.1%	-0.7%	8.49µM*	?
CCN1CCN(C(=O)Cn2nc(-c3ccc(Cl)cc3)ccc2=O)CC1	21.3%	-3.4%	-0.7%	0.0%	-7.6%	0.1%	-12.7%	-0.3%	5.0%	0.1%
COCCNC(=S)N1CCN(Cc2ccc3c(c2)OCO3)CC1	3.8%	-0.2%	18.9%	-16.3%	-5.6%	-3.5%	-2.4%	2.2%	-0.2%	1.2%
CC(C)(C)c1ccc(C(=O)O)c(C(=O)c2ccc(C(=O)O)cc2)c1	-15.7%	-8.4%	-0.3%	16.9%	-5.7%	-9.1%	-8.5%	0.2%	-0.3%	1.3%
COc1ccc(CN(C)Cc2c(O)ccc3ccccc23)cc1	2.8%	-0.6%	5.8%	-26.2%	1.7%	3.9%	-17.9%	-3.1%	?	-2.4%
Nc1nc(N)nc(-c2cc(C(F)(F)F)ccc2Cl)n1	.	0.3%	-0.5%	0.6%	2.6%	.	.	-3.9%	0.2%	-0.6%
CN(C)c1ccc(C(=O)c2ccccc2C(=O)O)cc1[N+](=O)[O-]	?	0.1%	0.5%	9.5%	0.1%	-21.0%	-0.2%	-1.0%	-10.2%	-8.5%
COc1ccc(NC(=O)c2oc3ccccc3c2C)c(OC)c1	5.1%	17.3%	?	-3.3%	?	15.5%	25.9%	4.7%	?	14.2%
Cc1cc(C(F)(F)F)n(-c2nc(C(=O)Nc3ccccc3Oc3ccccc3)cs2)n1	3.3%	0.2%	?	.	-1.6%	-3.3%	-6.5%	.	2.9%	-10.2%
COc1cccc(C(=O)NCCS(=O)(=O)N(C)C2CCCCC2)c1	.	1.4%	3.0%	3.6%	8.3%	.	.	-4.6%	4.0%	-4.5%
COCCn1nnnc1CN1C2CCCC1CC(NC(C)=O)C2 (stereo not drawn)	-4.9%	-3.7%	2.7%	-0.5%	3.7%	2.2%	-1.6%	2.6%	-0.8%	-0.4%
CCN(CC)c1ccc2c(c1)C(=O)N(C)C2=O	?	28.6%	7.2%	36.7%	?	.	7.0%[0.365 µM]	-2.4%	?	16.3%
Cc1ccc(OCC(=O)N(Cc2ccco2)C2CCS(=O)(=O)C2)cc1C (stereo not drawn)	-1.3%	2.2%	.	-16.4%	1.9%	8.4%	-4.9%	-0.9%	4.4%	-0.9%
COc1ccc(C2CC(c3ccccc3)=NN2C(=O)COC(=O)c2cccc(N)c2)cc1 (stereo not drawn)	.	.	3.2%	-26.6%	-2.7%	.	.	-13.5%	.	.
CC(C)CN(C(=O)COC(=O)c1cc2ccccc2oc1=O)C1CCS(=O)(=O)C1 (stereo not drawn)	?	6.6%	3.8%	.	1.2%	-10.2%	2.2%	.	2.1%	-7.2%
C=CCN1C(=O)/C(=C2/C(=O)N(CC(=O)O)c3ccccc32)S/C1=N/c1nccs1	-1.1%	0.2%	-9.1%	.	-1.7%	-6.2%	-28.1%	.	-6.3%	0.8%
CC(C)(C)C(=O)Nc1cccc(-c2cc(-c3c(Cl)cccc3Cl)no2)c1	1.4%	-13.0%	-3.6%	-32.0%	-0.9%	6.8%	-2.8%	-1.5%	-2.7%	1.4%
Cc1cc(NNC(=O)c2cccc(C(F)(F)F)c2)nc2c1c(C)nn2C	?	-24.9%	-7.4%	-24.9%	-7.4%	?	-28.8%	-16.9%	3.5%	-13.4%
CCc1ccc(C(=O)NC2CCCCC2)s1	-14.8%	2.24µM*	?	3.55µM*	39.4%	-4.3%	0.4%	-9.7%	12µM*	2.51µM*
Cc1ccc2c(c1)N(CC(=O)NC1CCCc3ccccc31)C(=O)CO2 (stereo not drawn)	3.2%	-5.1%	-8.1%	1.0%	-2.6%	-0.7%	8.4%	.	1.5%	-3.1%
CC(OC(=O)c1cc[n+]([O-])cc1)C(=O)Nc1ccc(Cl)cn1 (stereo not drawn)	20.1%	2.6%	0.1%	-5.4%	0.8%	-4.2%	22.7%	3.7%	3.0%	11.1%
Cc1ccc(NC(=O)CCNC(=O)c2ccc([N+](=O)[O-])cc2)cc1S(=O)(=O)N1CCOCC1	.	-3.7%	-0.5%	-15.1%	-1.1%	.	.	-12.3%	4.3%	-0.7%
Cn1c(SCC(=O)Nc2ccccc2F)nc2c(c1=O)SCC2	11.0%	-2.0%	-12.6%	-34.6%	0.0%	?	?	1.8%	-2.4%	-2.5%
Oc1c(CN2CCCCC2)cc(COCc2ccccc2)c2cccnc12	12.7%	-17.1%&-7.7%	1.8%	-90.9%	2.1%	0.0089µM*	0.316µM*	-12.1%	2.1%&4.3%	-18.0%&-10.5%
Cc1cc(C)n(C(=O)CNC(=O)C2COc3ccccc3O2)n1 (stereo not drawn)	2.5%	1.0%	6.9%	4.4%	-2.0%	-2.1%	?	-0.7%	10.5%	-2.6%
O=C(OCn1nnc2ccccc2c1=O)C1CCN(S(=O)(=O)c2cccs2)CC1	1.6%	-8.3%	-1.3%	0.2%	-1.3%	10.4%	16.8%	-1.8%	2.5%	-0.3%
CCN(CC(=O)NCc1ccc(F)cc1)Cc1nc2cc(Cl)ccc2c(=O)[nH]1	-11.8%	-5.0%	-6.4%	2.0%	-6.2%	?	6.6%	-2.1%	0.0%	12.5%
Cc1cccc(C)c1NC(=O)CN(c1ccccn1)S(=O)(=O)c1ccccc1	.	-2.1%	-0.9%	-1.8%	-0.2%	8.7%	?	-3.8%	-1.8%	4.2%
COC(=O)c1cc(C(=O)OCC(=O)NC2CCS(=O)(=O)C2)cc([N+](=O)[O-])c1 (stereo not drawn)	?	5.7%	1.5%	5.9%	1.3%	12.9%	-13.5%	-0.3%	-2.3%	-3.3%
COc1ccccc1C(=O)Nc1ccc2c3c(cccc13)CC2	0.8%	?	?	67.7%	12.1%	28.7%	-4.1%	-2.8%	5.36µM*	?
COc1ccc(CN2C(=O)N(c3ccccc3)C(=O)C2CC(=O)Nc2ccccc2)cc1OC (stereo not drawn)	-12.7%	-0.7%	-5.4%	-9.3%	-5.9%	0.2%	-6.2%	-1.5%	-9.1%	-6.6%
CCOP(=O)(OCC)c1nc(-c2ccc(Cl)cc2Cl)oc1N1CCCCC1	-4.0%	-7.4%	-1.3%	-58.7%	-5.1%	-24.1%	21.0%	2.7%	-0.6%	1.8%
CC1=C(C(=O)N2CCCCC2)C(c2cccs2)NC(=O)N1 (stereo not drawn)	5.6%	3.5%	3.3%	0.3%	-2.0%	-1.9%	?	1.4%	1.7%	-2.8%
